Assay outcomes: PubChem, National Center for Advancing Translational Sciences (NCATS)
Vif-APOBEC3G blk = blocks the Vif interaction with human APOBEC3G. Q9HC16. HeLa A3G-eYFP + Vif (tagged APOBEC3G with the HIV-1 protein that degrades it), YFP fluorescence, overnight. Potency, µM (doses to about 46.1 µM), inactives show at the highest dose activity, negative = active, actives largely listed as inhibitors. hit rate 0.076% among 410,000;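 further: potency means the concentration at half of the fitted maximal effect; on the % scale 0 is the no-effect control and ±100 the full control effect; nearly all actives have a fitted effect of over 60% in size; hits raise eYFP signal because A3G escapes Vif-driven loss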
Target sequence (Q9HC16 whole entry, looked up): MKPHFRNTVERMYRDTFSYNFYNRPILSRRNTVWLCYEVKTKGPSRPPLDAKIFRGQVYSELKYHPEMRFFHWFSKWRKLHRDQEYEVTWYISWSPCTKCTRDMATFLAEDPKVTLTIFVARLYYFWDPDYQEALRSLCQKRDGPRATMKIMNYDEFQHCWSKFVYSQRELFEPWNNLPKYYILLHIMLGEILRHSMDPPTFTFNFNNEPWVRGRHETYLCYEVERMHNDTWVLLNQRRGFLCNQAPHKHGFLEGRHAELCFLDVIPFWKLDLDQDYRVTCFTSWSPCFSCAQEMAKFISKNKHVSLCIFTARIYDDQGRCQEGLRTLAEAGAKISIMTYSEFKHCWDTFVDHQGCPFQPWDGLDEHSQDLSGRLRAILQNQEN
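HeLa cells stably expressing Vif and C-terminally eYFP-tagged A3G, seeded overnight at 37 deg C, then exposed to compound by pintool overnight at 37 deg C. Rise in yellow fluorescence (Ex 488/Em 500-530, Acumen) marks blocked Vif-driven A3G degradation.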
D1 antag = blocks dopamine activation of the human D1 receptor; HEK293 TREx D1 cells, calcium flux, dopamine EC80; active compounds read low; P21728; hit rate 3.2% among 360,000; activity change, negative = inhibition, % at 10 µM; AID 504652; in the data active means activity change below about -30%; further: on the % scale 0 is the no-effect control and ±100 the full control effect
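Calcium flux readout: force-coupled, inducible Hek293 Trex D1 line, cells induced overnight at 30 C with tetracycline, dye-loaded 30–90 min at RT. Antagonism scored against EC80 dopamine challenge given 180 s after compound.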
D2 PAM = positive allosteric modulators of human D2 dopamine receptor. hit rate 0.34% among 340,000. potentiation, % at 10 µM. P14416. HEK293 T-REx D2, calcium flux, EC20 dopamine potentiation;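 active means potentiation over 3 SD above the plate norm, cut at about 30% in these data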; further: 0% is about no effect
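Tetracycline-induced HEK293 T-REx cells force-coupled to calcium signalling expressed D2; compounds were pin-added after a 10 s baseline, read kinetically 180 s, then an EC20 dopamine challenge followed with a further 180 s calcium read.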
D1 PAM = enhances dopamine response at the human D1 receptor; P21728; HEK293 TREx D1 cells, calcium flux, dopamine EC20 potentiation; potentiation, % at 10 µM; hit rate 0.036% among 360,000; in the data active means potentiation above about 30%; further: 0% is about no effect
D1 ag = human D1 receptor agonism | P21728 | HEK293 T-REx D1 cells, calcium flux, agonist mode | activation, % at 2 µM | hit rate 1% among 360,000; in the data active means activation above about 30%; further: 0% is about no effect
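Inducible HEK293 T-REx D1 cells, force-coupled to calcium signalling, were plated at 4000 cells/well with tetracycline and held overnight at 30 C. After no-wash calcium dye loading, compound-evoked calcium rise over 180 s flagged agonists.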
Glioma ERSR ind = induces the endoplasmic reticulum stress response in human glioma cells; U87-MG GRP78 promoter luciferase reporter, 16 h; Potency, µM, inactives show top-dose activation, hits mostly activators; hit rate 0.02% among 420,000; AID 602332; further: potency means the concentration at half of the fitted maximal effect; series mostly up to about 76 µM; % of control where 0% means no effect; nearly all actives have a fitted effect of over 35% in size
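ERSR induction read as luciferase luminescence (Bright-Glo, 10 min at room temperature) in stably transfected human U87-MG glioma cells exposed to compounds for 16 h, using GRP78 as sensor.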
Vif-A3F inh = blocks the Vif interaction with APOBEC3F; hit rate 0.2% among 390,000; HeLa A3F-eYFP + Vif (tagged APOBEC3F with the HIV-1 protein that degrades it), YFP fluorescence increase; AID 602313; Potency, µM (doses to about 46.1 µM), for the others: at the top dose activity, negative = active; further: potency means the concentration at half of the fitted maximal effect; % of control where 0% means no effect; nearly all actives have a fitted effect of over 65% in size
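HeLa cells stably expressing Vif plus C-terminally eYFP-tagged A3F were seeded, incubated overnight at 37 deg C, dosed with compound, incubated overnight again at 37 deg C. Yellow fluorescence (Ex 488/Em 500-530) reported blocked Vif-mediated A3F-eYFP degradation.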
RXFP1 agonist = agonists of human relaxin receptor RXFP1. HEK293T-RXFP1 cAMP TR-FRET, 30 min; response scale: percent of porcine relaxin response, buffer zero. Potency, µM (titrated, usually from 57.5 µM), without a hit: at the highest dose activation, usual class: activators. hit rate 0.3% among 370,000. AID 2676; further: potency means the concentration at half of the fitted maximal effect; on the % scale 0 is the no-effect control and ±100 the full control effect; nearly all actives have a fitted effect of over 60% in size; many of its hits are not listed in these tables
Target sequence (Q9HBX9 whole entry, looked up): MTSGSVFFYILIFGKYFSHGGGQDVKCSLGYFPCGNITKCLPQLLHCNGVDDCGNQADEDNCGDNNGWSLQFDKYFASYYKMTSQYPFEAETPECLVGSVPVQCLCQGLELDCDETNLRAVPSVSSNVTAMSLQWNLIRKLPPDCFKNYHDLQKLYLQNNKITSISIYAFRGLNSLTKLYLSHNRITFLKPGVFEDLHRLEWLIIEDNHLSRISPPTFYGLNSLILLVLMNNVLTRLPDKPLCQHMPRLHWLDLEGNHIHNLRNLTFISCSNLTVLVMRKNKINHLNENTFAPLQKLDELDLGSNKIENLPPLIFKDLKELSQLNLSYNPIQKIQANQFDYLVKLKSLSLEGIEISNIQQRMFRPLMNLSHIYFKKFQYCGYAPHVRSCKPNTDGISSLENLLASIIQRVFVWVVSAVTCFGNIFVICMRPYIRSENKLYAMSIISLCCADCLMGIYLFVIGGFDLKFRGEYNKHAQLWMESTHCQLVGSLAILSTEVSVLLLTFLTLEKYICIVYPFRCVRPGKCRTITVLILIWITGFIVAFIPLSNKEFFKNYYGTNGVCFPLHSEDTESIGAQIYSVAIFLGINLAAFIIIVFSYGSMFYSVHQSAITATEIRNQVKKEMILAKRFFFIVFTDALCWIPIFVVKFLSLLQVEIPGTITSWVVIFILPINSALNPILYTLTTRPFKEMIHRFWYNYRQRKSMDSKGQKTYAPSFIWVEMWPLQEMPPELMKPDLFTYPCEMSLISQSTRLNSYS
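HEK293 cells stably expressing RXFP1, treated 30 min at 37C with compounds plus PDE4 inhibitor Ro 20174; cAMP measured by HTRF TR-FRET. Normalized to buffer and 29 nM porcine relaxin; EC50 by Hill fit.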
LDHA inh = blocks human lactate dehydrogenase A. AID 1347041. P00338. hit rate 0.15% among 480,000. activity change, % (values are at about 110 or 230 µM). purified LDHA, NADH/diaphorase-resazurin fluorescence; active compounds read low; in the data active means activity change below about -30%; inconclusive means mostly about -25% to -30%;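 further: plate controls were DMSO wells for no effect and wells without enzyme for full effect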
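Enzyme activity of human lactate dehydrogenase 5 (2 nM; 0.06 mM NADH, 0.2 mM pyruvate, 5 min, RT) is measured via a resazurin/diaphorase fluorescence readout of residual NADH.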
Numbers without * were called inactive; ? = inconclusive; nt = not tested or not shown. Unless noted, the call rests on the fitted dose curve; in most records, active means well fitted curve in the direction sought with a large enough effect; inconclusive means small, poorly fitted or top-dose-only effect, or another doubt; inactive means no such curve, though single readings can be large; an effect the other way counts as inactive or inconclusive. An excerpt (hit frequency here may not be typical).

SMILES	Vif-APOBEC3G blk	D1 antag	D2 PAM	D1 PAM	D1 ag	Glioma ERSR ind	Vif-A3F inh	RXFP1 agonist	LDHA inh
O=C(CSc1ncc2c(n1)-c1cc(Cl)ccc1N(Cc1ccccc1)S2(=O)=O)NCc1ccccc1	1.0%	-2.6	-5.2	0.6	2.0	-4.5%	?	1.5%	-4.0
O=C(COC(=O)c1ccc([N+](=O)[O-])o1)Nc1cccc2ccccc12	-2.7%	5.9	-4.2	-3.0	1.6	1.0%	12.0%	2.9%	2.7
CCc1ccccc1NC(=O)N1CC(CC)Oc2ccc(Cl)cc21 (stereo not drawn)	-9.9%	9.0	-6.3	-4.1	2.0	-3.2%	-16.8%	0.1%	2.2
COC(=O)N/N=C/c1cccc(OC(=O)c2ccc3c(c2)OCO3)c1	-1.3%	-3.2	17.0	-5.3	1.1	0.8%	10.8%	0.2%	-0.1
NC(=O)c1ccc(-n2nnnc2SCC(=O)c2ccc(O)c(O)c2)cc1	-1.7%	-8.5	7.6	0.7	1.9	-2.0%	-2.6%	0.4%	14.8
CCNS(=O)(=O)c1ccc(CCC(=O)N2CCN(c3ccccc3F)CC2)cc1	-3.7%	2.5	0.5	0.1	-0.1	-8.6%	0.8%	-1.2%	-1.1
Cc1cc(C)cc(-n2c(C)cc(C=C(C#N)C#N)c2C)c1	0.5%	8.8	3.6	-8.5	3.8	-5.6%	4.7%	12.1%	-14.8
COc1ccccc1-c1nnc(SCC(=O)O)n1-c1ccccc1	-2.2%	-11.5	-2.9	3.9	0.5	-1.6%	-0.4%	1.5%	-2.1
COc1ccc(C2Nc3ccccc3NC3=C2C(=O)CC(C)(C)C3)c(OC)c1OC (stereo not drawn)	-2.4%	1.2	4.1	-2.0	-0.8	-6.6%	7.7%	1.1%	-0.5
Cc1ccc(C)c(NC(=O)C2CCCN2/C=C/C(=O)C(F)(F)F)c1 (stereo not drawn)	-1.6%	-2.5	7.3	-3.6	-0.5	-5.1%	-20.5%	-0.2%	-6.5
Cc1cc(Nc2ccc(C(=O)N3CCCCC3)cc2)c2cccc(C)c2n1	-0.6%	-4.3	-0.7	-1.9	1.6	-0.9%	-1.5%	5.9%	-7.9
Cc1ccc(S(=O)(=O)n2[nH]c(=O)c(CCO)c2C)cc1	-0.3%	-13.4	-0.5	8.5	0.8	-4.8%	?	-0.3%	-4.6
CCOC(=O)c1ccc2c(c1)[C@@H]1C=CC[C@@H]1[C@H](c1cccc(OC)c1OC)N2	2.7%	-9.1	10.7	-0.4	2.5	3.0%	3.3%	2.6%	9.7
COc1ccccc1NC(=O)c1ccccc1C(=O)Nc1ccccc1OC	-1.9%	-4.3	12.4	-0.2	1.9	0.0%	-7.9%	1.5%	-1.7
CCCCCCNc1nc2c(c(=O)n(C)c(=O)n2C)n1Cc1cccc(C)c1	1.6%	-15.4	15.1	-6.6	5.0	-4.2%	-2.0%	0.6%	1.9
Cc1cc(NC(=O)CSc2ncnc3ccccc23)no1	-7.7%	-8.9	18.5	-2.1	3.9	-1.2%	-0.6%	14.2%	-6.4
CCOC(=O)Cn1nnnc1CN(Cc1ccc(OC)cc1)Cc1cc2cc(CC)ccc2[nH]c1=O	3.8%	-7.1	-9.3	-1.7	6.7	2.4%	0.0%	4.3%	-2.5
CCc1nn2c(=O)cc(COC(=O)c3ccc(NC(=O)COc4ccc(C)cc4)cc3)nc2s1	6.7%	2.8	8.8	0.7	0.8	-1.3%	-2.5%	18.8%	-1.9
CCOC(=O)c1cnc2ccc(C)cn2c1=O	0.7%	9.5	12.5	2.4	1.9	-0.4%	1.3%	25.0%	0.2
Cc1ccccc1Cn1cnc2c(nnn2Cc2ccc(F)cc2)c1=O	1.4%	7.2	-1.5	-3.2	3.6	-4.9%	-11.3%	1.8%	-4.7
S=C(Nc1ccccc1)N1CCN(c2ccc(N3CCOCC3)nn2)CC1	-0.8%	-7.4	-7.1	-3.9	1.9	-3.6%	-22.3%	-0.4%	-7.5
Cc1coc2cc3oc(=O)c(CCC(=O)NCCCN4CCCC4=O)c(C)c3cc12	-6.2%	-2.8	nt	7.2	2.0	-2.4%	-11.6%	1.6%	0.1
Cc1ccccc1OCC(=O)N/N=C1\SCC(=O)N1Cc1ccccc1	-8.5%	-43.1*	nt	-0.8	1.1	-1.0%	-0.4%	1.5%	-1.9
CCOc1ccc(NC(=O)Cn2c(=O)n(CC3CCC(C(=O)NCCc4ccccc4)CC3)c(=O)c3ccccc32)cc1 (stereo not drawn)	0.9%	8.5	0.0	2.3	-0.2	1.1%	-3.0%	2.1%	-3.7
CCOc1ccc2ccccc2c1/C=N/NC(=O)CNC(=O)c1ccccc1O	-6.7%	-6.2	14.8	-6.4	0.8	-2.6%	19.6%	-2.8%	-4.0
COc1cccc(NC(=O)[C@H](CC(C)C)NC(=O)[C@@H]2Cc3ccccc3CN2)c1	0.7%	-0.8	-6.7	2.2	3.9	-1.1%	2.0%	-2.7%	0.4
COC(=O)Nc1sc2c(c1C(=O)NC1CC1)CCCCCC2	2.3%	1.4	7.4	-2.7	1.9	-3.4%	2.2%	0.4%	-9.2
CCc1nnc(NC(=O)CSc2nccn2-c2cccc(C)c2)s1	0.0%	2.0	17.9	5.8	1.7	-2.5%	-17.9%	2.0%	0.2
COC(=O)CCc1c(C)c(C(=O)c2cc(F)c(F)c(F)c2F)c2ccccn12	0.8%	-2.7	-0.9	5.5	-2.9	-3.4%	-2.4%	-0.9%	1.9
COc1cc(/C=N/NC(=O)c2ccc(N)cc2)ccc1OC(=O)c1cccc(C)c1	?	-40.7*	8.3	2.1	3.6	-3.3%	-8.1%	-1.4%	-6.2
Cc1cc(C)c(N(CC(=O)NC(C)(C)C)C(=O)CNC(=O)c2cccs2)c(C)c1	-1.5%	-0.9	-7.3	-1.2	-0.2	-2.6%	21.0%	-0.7%	-2.4
COc1ccccc1OCC(=O)N1CCNC1=O	-0.7%	3.7	2.0	-0.9	0.6	0.1%	2.6%	-0.6%	-0.6
Cc1cccc(CSc2nnc(NC(=O)c3ccco3)s2)c1	-1.1%	7.8	-5.0	-0.3	0.8	0.2%	-0.8%	-0.1%	-3.7
O=C1CCC(=O)N1c1nc2nc(-c3ccccc3)cc(=O)n2[nH]1	1.3%	-13.1	6.4	-4.9	-0.3	-1.3%	0.0%	0.6%	-5.1
Cc1c(NC(=O)C(C)OC(=O)CCOc2ccccc2)c(=O)n(-c2ccccc2)n1C (stereo not drawn)	0.4%	11.6	-3.0	1.4	0.0	-2.4%	-0.8%	-1.1%	-12.9
COCCn1nnnc1CN1CCC(O)(c2cccc(C(F)(F)F)c2)CC1	-0.1%	0.0	1.8	-5.7	3.2	2.9%	-1.9%	0.2%	-2.7
COc1ccc2nc3c(cc2c1)c(NC(=O)C1CCCO1)nn3CC(C)C (stereo not drawn)	?	-0.7	1.8	-2.0	0.3	1.3%	-5.2%	2.1%	1.9
Cc1ccc(Br)cc1S(=O)(=O)N1CCN(c2ccccc2)CC1	0.6%	-2.3	6.3	0.9	3.2	1.0%	9.2%	0.2%	-3.3
CCOC(=O)N1CCc2c(sc(NCc3ccc(OC)c(OC)c3OC)c2C(=O)Nc2ccc(OC)cc2OC)C1	-3.4%	-15.4	17.1	0.1	-0.8	-8.8%	2.3%	1.9%	15.0
CCCOC(=O)CN1C(=O)c2ccccc2C1=O	3.8%	-5.3	-11.6	-3.3	-0.2	-2.5%	nt	0.0%	-4.1
COc1cc(CC(=O)OCC(=O)c2c[nH]c3ccccc23)cc(OC)c1OC	-10.3%	3.3	-1.4	nt	10.0	-0.3%	2.6%	0.4%	-3.4
O=C(Nc1sc2c(c1C(=O)Nc1ccc(Cl)cc1)CCCC2)c1cccs1	-0.9%	14.4	1.2	4.2	-0.1	-1.2%	-1.2%	5.7%	-2.2
CC(C)[C@H](NC(=O)OCc1ccccc1)C(=O)NC(C=O)Cc1ccccc1 (stereo partly drawn)	-2.8%	16.3	8.3	7.2	-0.5	-2.4%	-3.0%	-0.4%	-15.9
O=C(CCS(=O)(=O)c1ccc2c(c1)NC(=O)CS2)NCc1ccccc1Cl	-4.0%	-0.7	0.5	-8.1	0.6	-0.7%	-8.5%	-2.6%	0.3
Oc1ccc(N2CCN(c3ncnc4sc5c(c34)CCC5)CC2)cc1	-4.6%	-5.8	4.3	4.1	3.2	-8.0%	-8.5%	3.8%	9.0

Part of the list above in another layout:
> O=C(Nc1sc2c(c1C(=O)Nc1ccc(Cl)cc1)CCCC2)c1cccs1
  Vif-APOBEC3G blk = -0.9%; D1 antag = 14.4; D2 PAM = 1.2; D1 PAM = 4.2; D1 ag = -0.1; Glioma ERSR ind = -1.2%; Vif-A3F inh = -1.2%; RXFP1 agonist = 5.7%; LDHA inh = -2.2

> CC(C)[C@H](NC(=O)OCc1ccccc1)C(=O)NC(C=O)Cc1ccccc1 (stereo partly drawn)
  Vif-APOBEC3G blk = -2.8%; D1 antag = 16.3; D2 PAM = 8.3; D1 PAM = 7.2; D1 ag = -0.5; Glioma ERSR ind = -2.4%; Vif-A3F inh = -3.0%; RXFP1 agonist = -0.4%; LDHA inh = -15.9

(more compounds)
SMILES	Vif-APOBEC3G blk	D1 antag	D2 PAM	D1 PAM	D1 ag	Glioma ERSR ind	Vif-A3F inh	RXFP1 agonist	LDHA inh
C=C(C)C(O)COc1c2occc2c(OC)c2ccc(=O)oc12 (stereo not drawn)	2.2%	nt	nt	nt	nt	-1.6%	-5.7%	nt	-6.6
CN(C)C(=O)COc1ccc2cc(-c3ccccc3)c(=O)oc2c1	-5.4%	2.5	0.9	-3.0	-1.2	-3.7%	-0.6%	8.6%	-2.8
Cc1cccc[n+]1CC(=O)c1ccc(NC(=O)c2ccccc2)cc1	-2.8%	7.3	1.3	-1.1	2.3	-1.6%	-0.1%	-2.1%	-0.8
Cc1nc2cc(-c3ccc(F)cc3)[nH]n2c(=O)c1C	0.0%	5.7	-0.6	-1.6	2.5	-2.7%	3.4%	6.9%	-1.6
CCN(CC)c1ccc(/C=N/N2CCN(c3ccccc3OC)CC2)cc1	0.6%	-10.8	-32.3	-0.3	3.6	0.0%	1.8%	-4.5%	2.1
